NOD1 NF-kB reporter: NOD1 signaling inhibitors, primary screen, cell-based, luminescence, uHTS (AID 1578) | NOD1-driven NF-kB luciferase reporter cells, luminescence; higher % means a stronger effect | inhibition, % at 4 µM, or EC50 in µM where a hit was titrated | 290,000 tested, 1% active; in the data active = inhibition mostly above about 36%, no sharp cut-off; inactive = mostly below about 34%;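 also: HEK-293T reporter cells stimulated with the NOD1 agonist gamma-tri-DAP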
LYP inhibition: inhibitors of LYP phosphatase, biochemical, fluorescence intensity, uHTS (AID 1779); recombinant LYP phosphatase, fluorescence intensity; higher % means a stronger effect; inhibition, % at 11.5 µM; hits with a dose series show IC50 in µM; 290,000 tested, 0.054% active;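 also: plate controls were vehicle with enzyme for no effect and no enzyme for full effect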
PMI inhibitors: inhibitors of human PMI, primary screen, biochemical, fluorescence intensity, coupled assay (AID 1209); Mannose-6-phosphate isomerase (Homo sapiens); purified PMI enzyme, coupled fluorescence intensity; higher % means a stronger effect; 190,000 tested, 0.42% active; inhibition, % at 20 µM, or IC50 in µM where a hit was titrated;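 also: plate controls were DMSO vehicle for no effect and wells lacking substrate for full effect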
human PMI inhibitors: human PMI inhibitors, high substrate, primary screen, biochemical, fluorescence intensity, high mannose 6-phosphate (AID 1220); 190,000 tested, 0.66% active; recombinant PMI enzyme, coupled fluorescence intensity; higher % means a stronger effect; inhibition, % at 20 µM; hits with a dose series show IC50 in µM; Mannose-6-phosphate isomerase (Homo sapiens)
NOD2 inhibition: NOD2 signaling inhibitors, cell-based, luminescence, uHTS, HEK293 (AID 1566) | 290,000 tested, 0.63% active | HEK293 NOD2/NF-kB luciferase reporter, luminescence; higher % means a stronger effect | inhibition, % at 4 µM; hits with a dose series show EC50 in µM; also: many of its hits are not listed in these tables
XIAP antagonists: XIAP antagonists, biochemical, IAP family, fluorescence polarization (AID 1018); E3 ubiquitin-protein ligase XIAP (Homo sapiens); XIAP BIR domain, fluorescence polarization peptide displacement; higher % means a stronger effect; one-dose displacement, % at 20 µM; IC50 in µM for titrated hits; 200,000 tested, 0.007% active; in the data active = displacement above about 50%; also: a part of the inactive calls stands beside numbers as strong as those of hits
TNAP activators: human TNAP enzyme activators, primary screen, biochemical, luminescent, no phosphate acceptor, uHTS (AID 1001); 200,000 tested, 0.03% active; activation fold at 20 µM, or EC50 in µM where a hit was titrated; purified TNAP, luminescent activation assay, no phosphate acceptor; higher activation fold means a stronger effect; in the data active = activation fold from about 3, or a potency from the dose series; inactive = the rest, 99 in 100 with activation fold below about 1.6; also: many of its hits are not listed in these tables
KOR beta-arrestin-1: KOR antagonists, beta-arrestin recruitment, cell-based, luminescence, uHTS (AID 1778) | Kappa-type opioid receptor (Homo sapiens) | inhibition, % at 10 µM, or IC50 in µM where a hit was titrated | 290,000 tested, 0.091% active | KOR beta-arrestin recruitment, luminescence, antagonist mode; higher % means a stronger effect; also: strong numbers were not always called active
KOR beta-arrestin-2: KOR agonists, beta-arrestin recruitment, primary screen, cell-based, luminescence, uHTS (AID 1777); Kappa-type opioid receptor (Homo sapiens); KOR beta-arrestin recruitment, luminescence; higher % means a stronger effect; activation, % at 10 µM, or EC50 in µM where a hit was titrated; 280,000 tested, 0.02% active; in the data active = activation above about 50%, passing the limit was not always enough; also: a part of the inactive calls stands beside numbers as strong as those of hits
* hit, by the source's call; nt = not tested or not shown; [ ] = dose if it differs, or a comment. Rule as the data show it, unless noted: active = inhibition above about 50%; inactive = the rest. Some of the compounds tested (hit frequency here may not be typical).

SMILES	NOD1 NF-kB reporter	LYP inhibition	PMI inhibitors	human PMI inhibitors	NOD2 inhibition	XIAP antagonists	TNAP activators	KOR beta-arrestin-1	KOR beta-arrestin-2
CCC(C)c1ccc(N2C(=O)NC(=O)/C(=C/c3cccn3CCOc3ccc(C)cc3)C2=O)cc1 (stereo not given)	35%	3%	10%	6%	0%	-9.8%	0.9	14%	-3.6%
CN1CCN(C(=O)COc2ccc(Oc3ccccc3)cc2)CC1	-31%	-5%	12%	13%	13%	-16%	1	-11%	4.4%
CC(=O)Nc1ccccc1C(=O)OCC(=O)Nc1ncccn1	-22%	-3%	nt	nt	0%	nt	nt	-12%	-5.4%
O=C(CSc1nc2ccccc2c(=O)n1Cc1ccccc1)Nc1ccc(Br)cc1C(=O)O	6.1µM*	-6%	nt	nt	7.9µM*	nt	nt	-18%	-0.5%
CC[n+]1c(/C=C/N(C)c2ccccc2)sc2ccc(Cl)cc21	61%	2%	6%	10%	42%	-39%	1.1	-25%	3.2%
CN1CCN(c2ccc(N)c(N3CCN(C)CC3)c2)CC1	12%	-31%	34%	30%	-17%	-1.8%	0.9	27%	3.9%
O=C(Cc1ccc(Br)cc1)Nc1ncc([N+](=O)[O-])s1	3.1µM*	-4%	nt	nt	nt	nt	nt	13%	-0.9%
COC(=O)C1=Nc2ccccc2/C1=C\c1c(O)n(-c2cc(OC)ccc2OC)c(=O)[nH]c1=O	6%	-2%	-3%	1%	23%	-4.3%	0.7	-12%	-2.4%
Cc1ccc(NC(=S)NCCc2cnc[nH]2)cc1C	-22%	-2%	-13%	-6%	-9%	-1.5%	1.4	-20%[20 µM]	2.3%
COP(=O)(OC)C(NC(C)=O)C(Cl)(Cl)Cl (stereo not given)	-28%	-5%	-20%	-16%	6%	-3.8%	1.1	4%	-6.1%
Cc1ccc2ccccc2c1NC(=O)CNC1CCCCC1	-6%	2%	-2%	-7%	0%	-4.7%	1.1	-23%	7.6%
O=C(N/N=C/c1c(O)n(C2CC2)c(=S)[nH]c1=O)c1ccccc1	14%	-7%	nt	nt	-6%	nt	nt	-16%	6.2%
O=P1(NCc2ccco2)COc2ccccc2OC1	-3%	4%	-3%	-4%	10%	-1.2%	1.1	-22%	1.4%
COc1ccc(NC(=O)N2C[C@@H]3C[C@@H](C2)c2cccc(=O)n2C3)c(OC)c1	-16%	-4%	nt	nt	6%	nt	nt	-25%[20 µM]	-1.3%
CC1(C)C[C@H]2C=C(C=O)[C@]3(C=O)C[C@]3(C)[C@H]2C1	106%*	4%	-12%	-6%	19%	-8.2%	0.9	-72%	17%
CCC(=O)N1CC(=O)Nc2ccc(Cl)cc2C1c1ccc(F)cc1 (stereo not given)	-35%	-7%	-4%	-14%	-1%	-5.2%	1.2	nt	-6.3%
CN1CCC(O)(c2ccccc2)C(C(=O)c2ccccc2)C1 (stereo not given)	12%	-4%	9%	3%	12%	-8.2%	1.1	18%	-0.8%
Nc1ccc(Cl)cc1C(=O)c1ccccc1	-23%	-5%	6%	5%	-6%	-3.0%	1.1	-27%	-6.1%
O=C1C2CCCC1C(N1CCCCC1)CC2 (stereo not given)	34%	-12%	nt	nt	-16%	nt	nt	15%	-3.3%
CSc1ncc(CN2CCCC(C(=O)c3cccc(Cl)c3)C2)cn1 (stereo not given)	-25%	-6%	5%	-4%	10%	0.5%	1.1	-4%[20 µM]	nt

Taken from above:
For KOR beta-arrestin-2, CCC(C)c1ccc(N2C(=O)NC(=O)/C(=C/c3cccn3CCOc3ccc(C)cc3)C2=O)cc1 (stereo not given) has the entry -3.6%
For NOD1 NF-kB reporter, CC1(C)C[C@H]2C=C(C=O)[C@]3(C=O)C[C@]3(C)[C@H]2C1 has the entry 106%*
For TNAP activators, O=P1(NCc2ccco2)COc2ccccc2OC1 has the entry 1.1

New compounds follow:
SMILES	NOD1 NF-kB reporter	LYP inhibition	PMI inhibitors	human PMI inhibitors	NOD2 inhibition	XIAP antagonists	TNAP activators	KOR beta-arrestin-1	KOR beta-arrestin-2
Cc1ccsc1C(=O)C1CCCN(Cc2ccc(-n3cccn3)cc2)C1 (stereo not given)	20%	-10%	4%	-1%	-2%	-2.8%	1.1	-9%[20 µM]	-0.2%
c1ccc(CCNCc2cccs2)cc1	4%	-13%	nt	nt	12%	nt	nt	-23%[20 µM]	0.7%
COc1ccc(N=C(C)c2c(O)[nH]c(=O)[nH]c2=O)cc1	-25%	-10%	nt	nt	13%	nt	nt	26%[20 µM]	-5.9%
CCOC(=O)N(CC)c1ccc(C(O)(C(=O)OC)C(F)(F)F)cc1 (stereo not given)	-21%	-3%	4%	13%	-11%	-1.9%	1.1	-26%	-1.1%
COCCNP(=O)(c1ccccc1)c1nc2ccccc2s1 (stereo not given)	6%	-2%	2%	-3%	13%	-5.4%	1.1	6%	-4.7%
O=C1OC(c2ccc(Br)cc2)=N/C1=C\N1CC2CC(C1)c1cccc(=O)n1C2 (stereo not given)	-3%	-3%	nt	nt	6%	nt	nt	0%	5.6%
C=C1C[C@]2(O)[C@@]3(C)CCC(=O)C(C)(C)C3=C(O)C(=O)[C@@]2(C)[C@@H]2C(=O)O[C@@](C)(C(=O)OC)C(=O)[C@@]12C	-16%	-8%	3%	17%	-38%	-2.1%	1	-10%	-3.7%
COc1c(C)cc(C(=O)C2CCCN(Cc3cccc(C)n3)C2)cc1C (stereo not given)	-28%	-8%	nt	nt	21%	-3.9%	1	-16%[20 µM]	nt
CN(C)CC1CCCCC1=O (stereo not given)	1%	-9%	nt	nt	11%	nt	nt	-32%	-0.1%
O=C(NCC(c1cccnc1)N1CCN(c2ccc(F)cc2)CC1)Oc1ccccc1 (stereo not given)	-12%	-2%	-2%	6%	6%	-9.1%	1	16%	0.6%
CCC(C)n1c(O)c(C=NCCN2CCOCC2)c(=O)[nH]c1=S (stereo not given)	-4%	6%	nt	nt	-8%	nt	nt	19%	1.7%
O=P1(Oc2ccccc2)CC=C[C@H](COCc2ccccc2)O1 (stereo not given in full)	5%	-9%	nt	nt	5%	nt	nt	22%	-2.5%
COC(=O)CC(NC(=S)N1CC2C[C@@H](C1)Cn1c2cccc1=O)C(=O)OC (stereo not given in full)	-12%	-10%	nt	nt	15%	nt	nt	6%	-1.8%
O=C(c1ccc(C(F)(F)F)cc1)C1CCCN(C2CCSCC2)C1 (stereo not given)	-42%	-6%	16%	10%	-22%	-5.3%	1	-16%	3.8%
COCCCn1c(N)c(C(=O)Nc2sc3c(c2C(=O)OC)CCCC3)c2nc3ccccc3nc21	2%	1%	23%	24%	-4%	1.6%	1.1	-1%	-1.3%
Cc1ccc(-c2nn(Cc3ccccc3)cc2C=O)cc1	-27%	-4%	2%	4%	-25%	-9.9%	0.8	-25%	1.1%
Cc1nc2ccc(P(=O)(O)O)cc2s1	-36%	-3%	-16%	2%	17%	-9.1%	1.1	9%	0.7%
C=CCn1c(O)c(C(CC)=NC(C)c2ccccc2)c(=O)[nH]c1=O (stereo not given)	-32%	-5%	-13%	-5%	-24%	-5.6%	0.8	-21%	5.6%
Cc1nc2ccc(NS(=O)(=O)c3ccc(C)c(C)c3)cc2s1	3.6µM*	-1%	5%	5%	9.5µM*	0.2%	1.2	-6%	-4.3%
c1ccc(C2NCc3ccccc3-n3cccc32)cc1 (stereo not given)	-17%	-4%	7%	6%	1%	1.1%	1.1	-21%	-2.4%
CC(=NCc1ccco1)c1c(O)n(-c2ccccc2C)c(=O)[nH]c1=O	-11%	-3%	nt	nt	-2%	nt	nt	-2%	1.1%
CNS(=O)(=O)c1ccc(-c2ccc(C=C3C(=O)NC(=O)NC3=O)o2)cc1	-7%	-4%	nt	nt	0%	nt	nt	-55%[20 µM]	-4.4%
O=C(c1ccc2c3c(cccc13)CC2)C1CCCN(CC2CC2)C1 (stereo not given)	-16%	-16%	-3%	-1%	-6%	-6.3%	1	-83%[20 µM]	nt
CC(=O)Nc1ccccc1C(=O)OCC(=O)c1ccc2c(c1)OCCO2	-10%	-6%	12%	9%	9%	-3.3%	1.1	0%	-1.1%
CC/C(=N\NC(=S)Nc1ccccc1)c1c(O)[nH]c(=O)[nH]c1=O	-14%	3%	nt	nt	-11%	nt	nt	16%	3.3%
Cc1cc(N2C(=O)C3CCCN3C2c2ccc(Cl)c(Cl)c2)no1 (stereo not given)	2%	1%	6%	3%	12%	-1.4%	1.1	33%	0.8%
CCN(CC)S(=O)(=O)c1cccc(N=Nc2c(O)n(CC)c(=S)n(CC)c2=O)c1	-9%	8%	nt	nt	5%	nt	nt	23%	-1.3%
CCOC(=O)C1=C(C)OC(N)=C(C#N)C12C(=O)N(C)c1ccccc12 (stereo not given)	-5%	-1%	5%	-8%	8%	-2.0%	1.1	-20%	4.3%
O=P1(Oc2ccccc2)C[C@@H](O)[C@@H](O)[C@H](COCc2ccccc2)O1 (stereo not given in full)	1%	-13%	nt	nt	10%	nt	nt	19%	-1.2%
C[C@]12CC[C@@H]3c4ccc(O)c(O)c4CC[C@H]3[C@@H]1CC[C@@H]2O	10%	-5%	76%*	29µM*	48%	-5.5%	0.9	1%	-2.1%
CC(=NCCN1CCCCC1)c1c(O)[nH]c(=O)[nH]c1=O	5%	-13%	11%	4%	12%	-0.8%	1.1	10%	-4.3%
Cc1cccc(CN(C)C)c1OC(=O)N(C)C	3%	-6%	1%	-3%	-24%	-3.8%	1.1	-48%	3.6%
CN(C)CCCNCC(=O)Nc1ccc(Cl)cc1C(=O)c1ccccc1	14%	-4%	-19%	-5%	0%	-13%	1.1	-5%	-4.9%
CN(C)CC1CSCCC1(O)c1cccc(Cl)c1 (stereo not given)	-10%	-3%	-5%	-3%	8%	2.2%	1.1	6%	-2.7%
COc1ccc(CCNC(=O)c2ccc3c(c2)N(Cc2ccccc2)CCS3)cc1OC	7µM*	-10%	nt	nt	nt	nt	nt	28%	-6.2%
C=CCC1C(=O)NC(=S)NC1=O	-14%	4%	-59%	-96%	7%	-6.4%	1	17%	-2.2%
CCOC(=O)C(O)(c1ccc(N(CC)S(=O)(=O)c2ccccc2)cc1)C(F)(F)F (stereo not given)	0%	-6%	8%	9%	3%	1.2%	1.1	20%	-5.5%
CCC1=C(C)C(N2CCOCC2)=NP(N2CCOCC2)(N2CCOCC2)=N1	4%	-10%	4%	0%	14%	-5.2%	1.1	-2%	-5.4%
CCCCSP1(=S)NCCCN1	23%	-8%	-4%	-8%	-9%	-2.9%	1	-16%	-4.5%
O=C(COc1ccc(Cl)cc1)NC1CN2CCC1CC2 (stereo not given)	-8%	-14%	-7%	-11%	-13%	-3.7%	1.1	-53%	-2.2%
CCCCCn1c(=O)c(C(=O)NCc2ccccc2Cl)c(O)c2ccccc21	-37%	-5%	nt	nt	8%	nt	nt	-5%[20 µM]	-4.4%
c1ccc2c(c1)OCC(C1=NCCN1)O2 (stereo not given)	-19%	-7%	-8%	-16%	0%	-1.8%	1.1	-12%	-1.9%

In a second layout: 2 of the compounds above.
| SMILES | NOD1 NF-kB reporter | LYP inhibition | PMI inhibitors | human PMI inhibitors | NOD2 inhibition | XIAP antagonists | TNAP activators | KOR beta-arrestin-1 | KOR beta-arrestin-2 |
| --- | --- | --- | --- | --- | --- | --- | --- | --- | --- |
| O=C(COc1ccc(Cl)cc1)NC1CN2CCC1CC2 (stereo not given) | -8% | -14% | -7% | -11% | -13% | -3.7% | 1.1 | -53% | -2.2% |
| CCCCCn1c(=O)c(C(=O)NCc2ccccc2Cl)c(O)c2ccccc21 | -37% | -5% | nt | nt | 8% | nt | nt | -5%[20 µM] | -4.4% |

From PubChem
